Compound activity: PubChem, National Center for Advancing Translational Sciences (NCATS)
AmpC detergent – blocks E. coli AmpC beta-lactamase in detergent assay; AmpC hydrolysis of nitrocefin, absorbance 480 nm, 0.01% Triton; Potency, µM (doses to about 114 µM), inactives show at the highest dose activity change, negative = inhibition, hits mostly inhibitors; 370,000 compounds, 0.041% hits;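 also: potency is read from the fitted curve at half-maximal effect; 0% = no-compound wells and -100% = no-enzyme wells; nearly all actives have a fitted effect of over 25% in size; some results filed as inactive show a strong effect at the top dose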
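AmpC (5.3 nM in the dispensed reagent) in 20 mM phosphate pH 7.0 with 0.01% (detergent screen) or 0.0001% Triton X-100 was preincubated with compounds for 15 min at room temperature. Nitrocefin was then added from an 800 uM solution, and hydrolysis was followed at 480 nm.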
HCV inh – blocks hepatitis C virus; Huh7.5.1 HCVcc-Cre infection, luciferase reporter, 44 h; Potency, µM (top dose mostly 41.8 µM), for the others: at the top dose activity change, negative = inhibition, actives largely listed as inhibitors; 340,000 compounds, 3.4% hits; AID 651820; also: potency is read from the fitted curve at half-maximal effect
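Luciferase read-out (15 sec integration) after a 15 min room-temperature substrate step quantifies HCVcc-Cre infection. Cells, 1,000 per well, had compound added 4 h post-plating, then virus at ~0.5 moi, and were cultured 44 h.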
AmpC inh no detg – AmpC beta-lactamase inhibition without detergent; AmpC nitrocefin hydrolysis, absorbance 480 nm, 0.0001% Triton; 330,000 compounds, 0.52% hits; AID 485341; Potency, µM (doses to about 57.1 µM), inactives show top-dose activity change, negative = inhibition, most hits filed as inhibitors;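 also: potency is read from the fitted curve at half-maximal effect; plate controls were no compound for no effect and no enzyme for full effect; nearly all actives have a fitted effect of over 20% in size; some results filed as inactive show a strong effect at the top dose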
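20 mM phosphate pH 7.0 + 0.01% (detergent screen) or 0.0001% Triton X-100; 5.3 nM AmpC reagent; cpd preinc 15 min RT; nitrocefin (800 uM stock) to start; A480 q20 s × 4 min; Activity was normalised to no-enzyme and no-compound control wells.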
HCMV antiviral – human cytomegalovirus inhibition; HFF cells, HCMV-luciferase reporter, 72 h; stronger effect = lower value; activity change, negative = inhibition, % at 57.5 µM; 410,000 compounds, 4.5% hits; in the data active = activity change below about -60%; inconclusive = no clear call, values can overlap the other calls; inactive = above about -39%
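Two compound doses tested in HFFs infected with HCMV-luciferase, MOI 1 PFU/cell, 72 h at 37C. Lysate luminescence read with OneGlo; data normalized against buffer-only and 10uM Salinomycin inhibitor controls.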
AMA1-RON2 inh – disrupts binding of P. falciparum AMA1 to RON2; AlphaScreen AMA1-biotinylated RON2 peptide binding; Potency, µM (top dose mostly 58.2 µM), without a hit: at the highest dose activity change, negative = inhibition, usual class: inhibitors; 360,000 compounds, 0.2% hits; AID 720542;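 also: potency is read from the fitted curve at half-maximal effect; 0% = vehicle wells and -100% = peptide control; nearly all actives have a fitted effect of over 45% in size; some results filed as inactive show a strong effect at the top dose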
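AMA1 (3D7) with his tag at 25 nM final met compounds first, then biotinylated RON2 peptide at 25 nM; detection used donor plus acceptor beads, 10 µg/mL apiece, read by AlphaScreen after 30 min at room temperature.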
LmPK inh – LmPK (Leishmania mexicana) enzyme inhibition | Q27686 | purified LmPK, Kinase-Glo ATP luminescence, 1 h | Potency, µM (top dose mostly 57.5 µM), inactives show top-dose activity change, negative = inhibition, most hits filed as inhibitors | 290,000 compounds, 0.37% hits; also: potency is read from the fitted curve at half-maximal effect
Target sequence (Q27686 whole entry, looked up): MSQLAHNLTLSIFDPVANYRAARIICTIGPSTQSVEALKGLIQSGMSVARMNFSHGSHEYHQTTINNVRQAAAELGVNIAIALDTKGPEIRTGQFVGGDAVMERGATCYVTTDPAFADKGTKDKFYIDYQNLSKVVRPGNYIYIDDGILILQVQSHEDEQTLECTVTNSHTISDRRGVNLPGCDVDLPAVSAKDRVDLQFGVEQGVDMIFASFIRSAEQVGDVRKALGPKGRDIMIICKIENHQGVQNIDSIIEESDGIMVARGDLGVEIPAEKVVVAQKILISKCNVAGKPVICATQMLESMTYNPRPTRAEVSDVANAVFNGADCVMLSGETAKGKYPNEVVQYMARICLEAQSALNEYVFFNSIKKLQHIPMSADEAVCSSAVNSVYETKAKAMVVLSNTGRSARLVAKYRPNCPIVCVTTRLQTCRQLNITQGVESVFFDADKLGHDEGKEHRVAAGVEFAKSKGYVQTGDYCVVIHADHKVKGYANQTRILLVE
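Kinase-Glo luminescence read after 1 h RT reaction of 0.1 nM LmPK with 0.5 mM PEP and 0.1 mM ADP. Activity scaled between uninhibited and enzyme-free controls.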
Tb PYK inh – inhibitors of Trypanosoma brucei pyruvate kinase; TbPYK enzyme, Kinase-Glo Plus ATP luminescence, 45 min; AID 624173; Potency, µM (top dose mostly 76.8 µM), inactives show at the highest dose activity, negative = inhibition, usual class: inhibitors; Q57TT1; 410,000 compounds, 0.12% hits; also: potency is read from the fitted curve at half-maximal effect; nearly all actives have a fitted effect of over 50% in size
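Readout: single end-point luminescence (Kinase-Glo Plus, 10 min). Reaction conditions were TbPYK/substrate plus 130 uM ADP, 45 min at RT, pH 7.2 TEA buffer. No-enzyme wells served as controls, and data were normalized before concentration-response fitting.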
* marks the source's active call; other numbers are inactive results; ? = inconclusive; / = no result given; [ ] = dose if it differs, or a comment. Unless noted, calls follow the shape of the dose curve; as a rule, active = well fitted curve in the direction sought with a large enough effect; inconclusive = small, poorly fitted or top-dose-only effect, or another doubt; inactive = no such curve, though single readings can be large; an effect the other way counts as inactive or inconclusive. Unless noted, % is scaled to controls: 0 for no effect and ±100 for the full control effect.

Fields: AmpC detergent	HCV inh	AmpC inh no detg	HCMV antiviral	AMA1-RON2 inh	LmPK inh	Tb PYK inh
1. O=C(O)CSCC(=O)NCc1c(Cl)cccc1Oc1ccccc1
 : 4%	14%	-10%	23	10%	3%	1%
2. Cc1ccc(-c2cc(C(=O)N/N=C/c3cccnc3)c3ccccc3n2)cc1C
 : /	-12%	/	43	65%[activator]	/	0%
3. COc1cc(C(=O)NCCNc2nc3c(C)c(C)ccc3cc2C#N)cc(OC)c1OC
 : ?	-7%	-14%	35	19%	8%	-8%
4. Cn1c(=O)c2c(nc(N3CCCCCC3)n2Cc2cccc3ccccc23)n(C)c1=O
 : -10%	?	-3%	?	?	-3%	5%
5. COc1ccccc1N1CCN(C(=O)c2ccc(S(=O)(=O)N3CCCC3)cc2)CC1
 : ?	1%	17%	-11	0%	0%	2%
6. CN(C(=O)c1ccc2c(c1)N(Cc1ccccc1F)C(=O)c1ccccc1S2(=O)=O)C1CCCCC1
 : 25%	/	/	?	/	/	-1%
7. COCC(=O)N1Cc2ccccc2-n2nncc2C1
 : /	-7%[8.37 µM]	/	16	-3%	/	1%
8. CCOc1ccc(CN2CCN(c3ncnc4sc5c(c34)CC(C)CC5)CC2)cc1 (stereo not drawn)
 : 6%	/	/	22	/	/	-1%
9. COc1ccccc1-c1cc(C(F)(F)F)nc(S(=O)(=O)CCCC(=O)Nc2cc(C)on2)n1
 : 2%	20%	-10%	-96*	7%	1%	-11%
10. COc1ccc(Cn2c(SC)nc3ccccc32)cc1[N+](=O)[O-]
 : 0%	7%	-2%	140	0%	6%	-11%
11. O=C(NNC(=O)c1cc2cc(Br)ccc2oc1=O)c1ccc(O)cc1O
 : 1%	0%	?	-34	0%	3%	-19%
12. Cn1cccc1P(=O)(c1cccn1C)c1cccn1C
 : -8%	9%	6%	45	-8%	-5%	9%
13. O=C1CN=C(c2ccc(Br)cc2)c2oc3ccccc3c2N1
 : -5%	20%	-10%	27	9%	1%	0%
14. COc1ccc(S(=O)(=O)N2CCN(S(=O)(=O)c3ccc4c(c3)OCCO4)CC2)cc1
 : ?	-10%	2%	39	0%	-2%	3%
15. [O-]/[N+](=C\c1ccncc1)c1ccccc1
 : ?	6%	-5%	-13	17%	-3%	2%
16. COc1ccc(N2CCN(S(=O)(=O)c3ccc4c(c3)NC(=O)CC(=O)N4)CC2)cc1
 : 3%	0%	-13%	-11	6%	8%	7%
17. CC(Oc1ccccc1[N+](=O)[O-])C(=O)N/N=C/c1ccoc1 (stereo not drawn)
 : -6%	17%	-8%	-21	15%	-12%	0%
18. Cc1cc(C)n(-c2nc(NC(C)(C)C)nc(NC(C)(C)C)n2)n1
 : -4%	?	-19%	?	15%	4%	4%
19. CS(=O)(=O)N1N=C(c2ccco2)CC1c1ccccc1 (stereo not drawn)
 : -9%	2%	-17%	-31	0%	3%	-13%
20. C=CCCC(=O)N1C[C@H]2CCN(C)[C@H]2C[C@H]1c1ccc(Br)cc1
 : /	/	/	14	6%	/	-1%
21. Cc1onc(-c2c(F)cccc2Cl)c1C(=O)ONC(=O)c1ccccc1
 : ?	13%	-3%	57	-9%	3%	-3%
22. Cc1nc2ccn(Cc3ccco3)c(=O)c2cc1C(=O)N1CCN(c2ccc(F)cc2)CC1
 : 5%	/	/	45	/	/	-5%
23. CCCCn1c(SCC(=O)N2CCC(C)CC2)nc2ccsc2c1=O
 : ?	-27%	11%	?	25%	3%	-1%
24. O=C(O)C1C2C=CC3(CN(Cc4ccncc4)C(=O)C13)O2 (stereo not drawn)
 : -15%	16%	-8%	22	-18%	4%	1%
25. COCCn1c(SCC(=O)Nc2ccccc2)nnc1-c1ccoc1C
 : -24%	15%	-6%	-25	-2%	1%	-2%
26. COc1cccc(OCCNc2cc(N3CCCCC3)ccc2[N+](=O)[O-])c1
 : -3%	?	-16%	-28	-30%	2%	-1%
27. COc1ccccc1CCNC(=O)C(=O)NCC(c1ccco1)S(=O)(=O)c1ccccc1 (stereo not drawn)
 : 4%	/	/	-32	/	/	-2%
28. O=C(O)c1ccc(Cl)cc1NC(=O)C1CCCO1 (stereo not drawn)
 : -8%	/	/	47	-3%	14%	3%
29. CC(=O)Nc1ccc(S(=O)(=O)N2CCN(c3ncccn3)CC2)cc1
 : -8%	-12%	-17%	9	-4%	2%	-1%
30. COc1ccc(OC)c2[nH]c(=O)c(CCNC(=O)COc3ccccc3)cc12
 : -10%	-6%	84%[activator]	-28	17%	0%	7%

Shown as labelled records: 4 of the compounds above
#25 COCCn1c(SCC(=O)Nc2ccccc2)nnc1-c1ccoc1C
  AmpC detergent: -24%
  HCV inh: 15%
  AmpC inh no detg: -6%
  HCMV antiviral: -25
  AMA1-RON2 inh: -2%
  LmPK inh: 1%
  Tb PYK inh: -2%

#26 COc1cccc(OCCNc2cc(N3CCCCC3)ccc2[N+](=O)[O-])c1
  AmpC detergent: -3%
  HCV inh: ?
  AmpC inh no detg: -16%
  HCMV antiviral: -28
  AMA1-RON2 inh: -30%
  LmPK inh: 2%
  Tb PYK inh: -1%

#27 COc1ccccc1CCNC(=O)C(=O)NCC(c1ccco1)S(=O)(=O)c1ccccc1 (stereo not drawn)
  AmpC detergent: 4%
  HCV inh: /
  AmpC inh no detg: /
  HCMV antiviral: -32
  AMA1-RON2 inh: /
  LmPK inh: /
  Tb PYK inh: -2%

#28 O=C(O)c1ccc(Cl)cc1NC(=O)C1CCCO1 (stereo not drawn)
  AmpC detergent: -8%
  HCV inh: /
  AmpC inh no detg: /
  HCMV antiviral: 47
  AMA1-RON2 inh: -3%
  LmPK inh: 14%
  Tb PYK inh: 3%

Carrying on:
Fields: AmpC detergent	HCV inh	AmpC inh no detg	HCMV antiviral	AMA1-RON2 inh	LmPK inh	Tb PYK inh
31. COc1ccccc1NC(=O)C/C(C)=N/NC(=O)COc1c(Br)cc(Br)cc1OC
 : 9%	-6%	85%[activator]	-15	63%[activator]	16%	8%
32. NCc1csc(Nc2ccc(C(=O)c3ccccc3)cc2)n1
 : /	/	/	5	39%[activator]	/	-11%
33. Cc1nc(/C(N)=N/OC(=O)c2c(-c3ccccc3Cl)noc2C)cs1
 : -2%	-13%	2%	-39	-7%	12%	0%
34. COc1ccc(-c2cc(C(F)(F)F)nc(SCCC(=O)NCc3ccco3)n2)cc1
 : 2%	-54%	-11%	-33	-5%	8%	2%
35. COc1ccc(-c2nc(-c3ccccc3)no2)c(OC)c1
 : ?	?	30%	-61*	45%[activator]	14µM*	-22%
36. COc1cccc(Cn2nnc3c(=O)[nH]c(C4CCCN(C(=O)c5ccc(C)cc5)C4)nc32)c1 (stereo not drawn)
 : -4%	/	/	21	/	/	3%
